CSN inh: CSN deneddylation inhibition. Q92905. Purified CSN, SCF-Nedd8-OG deneddylation, fluorescence polarization. inhibition, % at 12.5 µM. 360,000 compounds, 0.38% hits. AID 651999;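 active = pattern-corrected inhibition above about 35%, with an unprinted fluorescence ratio check between 0.5 and 1.5, limit read from the data, passing the limit was not always enough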;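 also: 0% = enzyme with substrate and 100% = substrate without enzyme; some results filed as inactive read as strong as hits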
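Assay system: HEK293T-derived human Csn5 enzyme; quantity: 0.24 nM enzyme; medium: Tris/NaCl/DTT buffer, pH 7.5; also added: substrate SCFSkp2-Nedd8OG, 10 nM; doses: 12.5 µM compound; schedule: 90 min reaction at room temperature; signal: FP; read-out: % inhibition of substrate cleavage by Csn5; benchmarks: substrate-only high control, full reaction low control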
PABP1 MLLE inh: blocks PAM2 peptide binding to the PABP1 MLLE domain; inhibition, % at 20 µM; GST-MLLE / FITC-PAM2 fluorescence polarization; P11940; 360,000 compounds, 0.36% hits; in the data active = inhibition above about 35%, passing the limit was not always enough;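 also: plate controls were DMSO wells with GST-MLLE for no effect and wells lacking GST-MLLE protein for full effect; some results filed as inactive read as strong as hits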
MsrA inhibitor: inhibits bovine methionine sulfoxide reductase A | purified bovine MsrA, absorbance read-out | inhibition, % at 15.5 µM | 360,000 compounds, 0.75% hits | AID 651718; in the data active = inhibition above about 4.5%;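 also: 0% = vehicle wells with enzyme and 100% = reference inhibitor wells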
Rin1 Abl inh: inhibitors of human Rin1-Abl protein interaction | AID 588664 | TR-FRET Rin1/Abl binding, biochemical | P00519+Q13671 | 360,000 compounds, 0.4% hits | inhibition, % at 7.35 µM; in the data active = inhibition above about 5%, passing the limit was not always enough
FAS TE block: inhibitors of human fatty acid synthase thioesterase domain | P49327 | recombinant FAS-TE, OMFH fluorogenic substrate, fluorescence endpoint | inhibition, % at 15 µM | 360,000 compounds, 0.67% hits | AID 602261;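 active = compounds whose normalised, plate-corrected inhibition of enzyme fluorescence in the single-dose primary screen is 50% or more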;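 also: 0% = DMSO with enzyme and 100% = substrate without enzyme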
TbMetRS inhib: Trypanosoma brucei MetRS inhibition; purified T. brucei MetRS, ATP depletion, Kinase-Glo luminescence; inhibition, % at 11.9 µM; 360,000 compounds, 0.4% hits;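 active = inhibition above a per-plate cutoff of the control wells' mean inhibition plus 3 SD, cut at about 5.5% in these data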;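 also: 0% = DMSO wells median and 100% = median of wells with control inhibitor compound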
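Test system – parasite MetRS enzyme · Reagent – substrates ATP, L-methionine and bulk Escherichia coli tRNA · Doses – 11.9 µM compound single dose, 0.9% DMSO · Times – 15 min enzyme-compound preincubation, 2 h reaction, 10 min detection, 25 °C · Signal – Kinase-Glo luminescence, ATP depletion format · Controls – DMSO-only wells as low control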
E coli Lon inh: inhibits E. coli Lon protease; P0A9M0; purified E. coli Lon protease, fluorescence polarization; inhibition, % at 7.94 µM; 360,000 compounds, 0.42% hits; AID 602123; in the data active = inhibition above about 13%, passing the limit was not always enough;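 also: 0% = enzyme with probe and DMSO and 100% = no enzyme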
Target sequence (P0A9M0 whole entry, looked up): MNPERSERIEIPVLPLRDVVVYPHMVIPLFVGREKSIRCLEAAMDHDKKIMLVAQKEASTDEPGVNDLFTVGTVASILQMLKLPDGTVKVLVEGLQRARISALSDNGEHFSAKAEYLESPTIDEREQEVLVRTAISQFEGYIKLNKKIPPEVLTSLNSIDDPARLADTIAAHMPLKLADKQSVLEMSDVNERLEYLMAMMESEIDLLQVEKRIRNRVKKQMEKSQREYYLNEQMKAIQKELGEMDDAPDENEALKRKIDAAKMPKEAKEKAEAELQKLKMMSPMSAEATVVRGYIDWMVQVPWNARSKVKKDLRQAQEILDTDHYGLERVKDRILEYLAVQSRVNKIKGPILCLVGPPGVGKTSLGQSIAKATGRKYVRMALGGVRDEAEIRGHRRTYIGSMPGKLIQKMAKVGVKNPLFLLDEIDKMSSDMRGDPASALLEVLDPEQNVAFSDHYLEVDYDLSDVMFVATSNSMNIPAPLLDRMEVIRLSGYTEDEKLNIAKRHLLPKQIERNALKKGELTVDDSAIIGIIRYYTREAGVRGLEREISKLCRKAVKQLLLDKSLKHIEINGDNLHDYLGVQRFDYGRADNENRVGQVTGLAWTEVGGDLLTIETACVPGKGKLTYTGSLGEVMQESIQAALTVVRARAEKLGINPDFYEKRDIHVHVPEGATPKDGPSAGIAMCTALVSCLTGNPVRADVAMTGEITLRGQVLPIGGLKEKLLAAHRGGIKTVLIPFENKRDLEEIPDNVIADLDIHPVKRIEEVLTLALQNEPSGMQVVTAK
MsrA act: bovine methionine sulfoxide reductase A activation; activation, % at 10.6 µM; 360,000 compounds, 0.3% hits; purified bovine MsrA, absorbance read-out; AID 602163; in the data active = activation above about 7.5%;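 also: 0% = vehicle and 100% = reference activator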
Neddylation inh: inhibitors of human cullin neddylation | P61081+Q13564 | TR-FRET cullin neddylation, biochemical | calls only at 25 µM | 360,000 compounds, 0.58% hits | AID 651699; in the data active = inhibition above about 36%
Numbers without * were called inactive.

For CC1(C)CC(=O)C(C(O)c2cccc([N+](=O)[O-])c2)C(C)(C)N1 (stereo not drawn) the results were CSN inh -2, PABP1 MLLE inh 7, MsrA inhibitor -0.1, Rin1 Abl inh 3, FAS TE block -3, TbMetRS inhib -0.2, E coli Lon inh -8, MsrA act 2 and Neddylation inh inactive.
CCCCN(CC)CCNC(=O)CCNC(=O)Cn1ccc2ccccc2c1=O was read as CSN inh 1, PABP1 MLLE inh 18, MsrA inhibitor 1.7, Rin1 Abl inh 0, FAS TE block -3, TbMetRS inhib -0.4, E coli Lon inh 2, MsrA act -3 and Neddylation inh inactive.
For CCN1CCN(c2cc3nc(C)n(Cc4ccccc4)c(=O)c3cc2NC(=O)c2ccccc2F)CC1 the results were CSN inh 13, PABP1 MLLE inh -15, MsrA inhibitor 1.1, Rin1 Abl inh 0, FAS TE block 0, TbMetRS inhib -0.4, E coli Lon inh -4 and MsrA act -3.
Screening COc1cccc(NC(=O)CN(C)S(=O)(=O)/C=C/c2ccccc2)c1 returned CSN inh -1, PABP1 MLLE inh 11, MsrA inhibitor 0.1, Rin1 Abl inh -3, FAS TE block 0, TbMetRS inhib -0.3, E coli Lon inh 9, MsrA act 2 and Neddylation inh inactive.
CCC(CO)Oc1cc(NC(=O)c2ccc([N+](=O)[O-])cc2)c2ncn(C(C)C)c2c1 (stereo not drawn) was read as CSN inh -4, PABP1 MLLE inh -1, MsrA inhibitor 2.2, Rin1 Abl inh 3, FAS TE block -8, TbMetRS inhib -0.2, E coli Lon inh -3, MsrA act -3 and Neddylation inh inactive.
`CC(C)CCn1nnnc1C(c1ccccc1F)N1CCC(C(N)=O)CC1` (stereo not drawn) gave CSN inh 11, PABP1 MLLE inh -1, MsrA inhibitor -0.9, Rin1 Abl inh -1, FAS TE block -7, TbMetRS inhib -0.3, E coli Lon inh -1, MsrA act -5 and Neddylation inh inactive.
COc1ccc(C2NN=C(c3c[nH]c4ccccc34)C2O)cc1 (stereo not drawn) was read as CSN inh 26, PABP1 MLLE inh -91, MsrA inhibitor -0.3, Rin1 Abl inh 2, FAS TE block -10, TbMetRS inhib 1.7, E coli Lon inh -141, MsrA act -1 and Neddylation inh inactive.
For Cc1ccc(C)c(C(C)NC(=S)NCc2ccc(F)cc2)c1 (stereo not drawn) the results were CSN inh 5, PABP1 MLLE inh -64, MsrA inhibitor 0.9, Rin1 Abl inh 4, FAS TE block 17, TbMetRS inhib -0.3, E coli Lon inh 6, MsrA act -1 and Neddylation inh inactive.
`CN1CCN(CC(=O)Nc2ccc(Oc3ccccc3)cc2)CC1` gave CSN inh -2, PABP1 MLLE inh 1, MsrA inhibitor -0.1, Rin1 Abl inh -4, FAS TE block -9, TbMetRS inhib -2.1, E coli Lon inh 0, MsrA act -13 and Neddylation inh inactive.
`CCOC(=O)CCC(=O)N(CCN(C(=O)CCC(=O)OCC)c1ccccc1)c1ccccc1` gave CSN inh 3, PABP1 MLLE inh -3, MsrA inhibitor 0.0, Rin1 Abl inh -2, FAS TE block -3, TbMetRS inhib 0.1, E coli Lon inh -3, MsrA act -3 and Neddylation inh inactive.
For COc1ccc(N=Nc2c(-c3ccc(OC)cc3)[nH]oc2=O)cc1 the results were CSN inh 1, PABP1 MLLE inh -1, MsrA inhibitor 0.5, Rin1 Abl inh -3, FAS TE block -3, TbMetRS inhib -0.3, E coli Lon inh -1, MsrA act -2 and Neddylation inh inactive.
COc1cccc(C(=O)NCC2CCN(c3ccc(S(=O)(=O)N4CCOCC4)cc3)CC2)c1 was read as CSN inh 3, PABP1 MLLE inh -1, MsrA inhibitor -0.6, Rin1 Abl inh 4, FAS TE block 10, TbMetRS inhib -0.3, E coli Lon inh 0, MsrA act -3 and Neddylation inh inactive.
CN1CCN(c2ccc([N+](=O)[O-])cc2NC(=O)c2ccccc2Cl)CC1 was read as CSN inh 0, PABP1 MLLE inh 1, Rin1 Abl inh -5, FAS TE block 0, TbMetRS inhib -2.1, E coli Lon inh -9, MsrA act -10 and Neddylation inh inactive.
Screening O=C(O)c1ccc2c(c1)NC(=O)C(N1CCCC1)S2 (stereo not drawn) returned CSN inh -5, PABP1 MLLE inh 55*, MsrA inhibitor 0.3, Rin1 Abl inh -3, FAS TE block -14, TbMetRS inhib -0.5, E coli Lon inh -10, MsrA act -7 and Neddylation inh inactive.
Fc1ccccc1OCCn1c(=S)[nH]c2ccccc21 was read as CSN inh 1, PABP1 MLLE inh -79, MsrA inhibitor 0.7, Rin1 Abl inh -1, FAS TE block 13, TbMetRS inhib 0.1, E coli Lon inh -7, MsrA act -1 and Neddylation inh inactive.
Screening Cc1ccc(Nc2cc(-n3nc(C)cc3C)ncn2)c(C)c1 returned CSN inh 1, PABP1 MLLE inh -4, MsrA inhibitor -0.8, Rin1 Abl inh -3, FAS TE block 3, TbMetRS inhib -0.3, E coli Lon inh 1, MsrA act -1 and Neddylation inh inactive.
`COc1ccc(S(=O)(=O)N2CCN(Cc3cccc(Cl)c3)CC2)cc1` gave CSN inh -3, PABP1 MLLE inh 3, MsrA inhibitor -0.2, Rin1 Abl inh 0, FAS TE block 23, TbMetRS inhib -0.1, E coli Lon inh 2, MsrA act 1 and Neddylation inh inactive.
CCN(CC)S(=O)(=O)c1ccc(OC)c(NC(=O)C(C)Oc2ccc3c(C)cc(=O)oc3c2)c1 (stereo not drawn) was read as CSN inh -3, PABP1 MLLE inh 2, MsrA inhibitor 0.5, Rin1 Abl inh -5, FAS TE block 17, TbMetRS inhib -0.3, E coli Lon inh 0, MsrA act -4 and Neddylation inh inactive.
Screening CNC(=O)C(=O)NCC1OCCN1S(=O)(=O)c1ccc([N+](=O)[O-])cc1 (stereo not drawn) returned CSN inh -10, PABP1 MLLE inh 4, MsrA inhibitor 0.1, Rin1 Abl inh -2, FAS TE block -5, TbMetRS inhib -1.2, E coli Lon inh -8, MsrA act -13 and Neddylation inh inactive.
`C[C@]1(CC/C(=C/CO)CO)[C@H](CO)CC[C@@]23COC(=O)C2=CCC[C@@H]31` gave CSN inh 7, PABP1 MLLE inh 2, MsrA inhibitor 0.1, Rin1 Abl inh 0, FAS TE block -6, TbMetRS inhib -1.7, E coli Lon inh 3, MsrA act -6 and Neddylation inh inactive.
Screening Nc1nnc(Sc2ncccc2[N+](=O)[O-])s1 returned CSN inh -4, PABP1 MLLE inh 34, MsrA inhibitor 0.3, Rin1 Abl inh -2, FAS TE block -4, TbMetRS inhib -0.5, E coli Lon inh 0, MsrA act -5 and Neddylation inh inactive.
C(CCCN1CCCCC1)CCN1CCCCC1 was read as CSN inh 2, PABP1 MLLE inh -4, MsrA inhibitor -0.6, Rin1 Abl inh 0, FAS TE block -2, TbMetRS inhib 0.8, E coli Lon inh -1, MsrA act -1 and Neddylation inh inactive.
O=C(NCc1ccc2c(c1)OCO2)C1(S(=O)(=O)c2ccccc2)CC1 was read as CSN inh -1, PABP1 MLLE inh 4, MsrA inhibitor 0.4, Rin1 Abl inh 0, FAS TE block -5, TbMetRS inhib -0.6, E coli Lon inh 8, MsrA act -4 and Neddylation inh inactive.
`CN1C(=O)[C@H]2[C@@H](c3ccc(F)cc3)N3C(=O)c4ccccc4NC(=O)[C@@]3(C)[C@H]2C1=O` gave CSN inh 0, PABP1 MLLE inh 11, Rin1 Abl inh 0, FAS TE block -12, TbMetRS inhib -0.5, E coli Lon inh 5, MsrA act -3 and Neddylation inh inactive.
Cc1cc(C)c(OCCCCN2CCNCC2)c(C)c1 was read as CSN inh -1, PABP1 MLLE inh -10, MsrA inhibitor 0.2, Rin1 Abl inh -2, FAS TE block -4, TbMetRS inhib 0.0, E coli Lon inh -1, MsrA act -3 and Neddylation inh inactive.
`COc1ccc(CNc2ncc(-c3ccc(F)cc3)n2C)c2ccccc12` gave CSN inh 6, PABP1 MLLE inh 0, MsrA inhibitor -0.6, Rin1 Abl inh -1, FAS TE block 5, TbMetRS inhib -0.9, E coli Lon inh 2, MsrA act -2 and Neddylation inh inactive.
CC(=O)C1=C(O)C(=O)N(CCc2c[nH]c3ccccc23)C1c1ccccc1 (stereo not drawn) was read as CSN inh 2, PABP1 MLLE inh 4, MsrA inhibitor 1.4, Rin1 Abl inh 1, FAS TE block -2, TbMetRS inhib 0.0, E coli Lon inh 1, MsrA act -4 and Neddylation inh inactive.
For c1coc(CNCc2cccs2)c1 the results were CSN inh -4, PABP1 MLLE inh -2, MsrA inhibitor 0.5, Rin1 Abl inh 0, FAS TE block -5, TbMetRS inhib -0.7, E coli Lon inh -6, MsrA act -2 and Neddylation inh inactive.
Cc1ccc(S(=O)(=O)N(C)C)cc1NC(=O)COC(=O)CN1C(=O)c2ccccc2C1=O was read as CSN inh -1, PABP1 MLLE inh 5, MsrA inhibitor -0.3, Rin1 Abl inh 1, FAS TE block -9, TbMetRS inhib 0.1, E coli Lon inh -3, MsrA act -3 and Neddylation inh inactive.
Screening COc1ccc(OC)c(NC(=O)Cn2c(=O)n(CC3CCCO3)c(=O)c3cc(OC)c(OC)cc32)c1 (stereo not drawn) returned CSN inh 9, PABP1 MLLE inh -1, MsrA inhibitor 1.1, Rin1 Abl inh -3, FAS TE block -1, TbMetRS inhib -0.3, E coli Lon inh 9, MsrA act -7 and Neddylation inh inactive.
Screening Cc1ccc(S(=O)(=O)N2CCN(C(=O)c3ccc(-n4cncn4)c([N+](=O)[O-])c3)CC2)cc1C returned CSN inh -1, PABP1 MLLE inh -4, MsrA inhibitor -1.2, Rin1 Abl inh 0, FAS TE block 2, TbMetRS inhib 1.1, E coli Lon inh -4, MsrA act -5 and Neddylation inh inactive.
Screening COC1=C/C(=C/c2c(N)n3nc(CC(=O)N4CCCCC4)sc3nc2=O)C=CC1=O returned CSN inh 12, PABP1 MLLE inh -68, Rin1 Abl inh 0, FAS TE block -9, TbMetRS inhib -0.6, E coli Lon inh -54, MsrA act -10 and Neddylation inh inactive.
CC(C)(C)N(Cc1ccccc1)C(=O)COC(=O)c1ccc([N+](=O)[O-])o1 was read as CSN inh -2, PABP1 MLLE inh -3, MsrA inhibitor 1.3, Rin1 Abl inh 1, FAS TE block 50*, TbMetRS inhib 0.0, E coli Lon inh -1, MsrA act -1 and Neddylation inh inactive.

Pulled by structure from above (three):
C(CCCN1CCCCC1)CCN1CCCCC1 was read as CSN inh 2, PABP1 MLLE inh -4, MsrA inhibitor -0.6, Rin1 Abl inh 0, FAS TE block -2, TbMetRS inhib 0.8, E coli Lon inh -1, MsrA act -1 and Neddylation inh inactive.
Screening COC1=C/C(=C/c2c(N)n3nc(CC(=O)N4CCCCC4)sc3nc2=O)C=CC1=O returned CSN inh 12, PABP1 MLLE inh -68, Rin1 Abl inh 0, FAS TE block -9, TbMetRS inhib -0.6, E coli Lon inh -54, MsrA act -10 and Neddylation inh inactive.
O=C(NCc1ccc2c(c1)OCO2)C1(S(=O)(=O)c2ccccc2)CC1 was read as CSN inh -1, PABP1 MLLE inh 4, MsrA inhibitor 0.4, Rin1 Abl inh 0, FAS TE block -5, TbMetRS inhib -0.6, E coli Lon inh 8, MsrA act -4 and Neddylation inh inactive.
